Screening data from PubChem BioAssay.
PERK inh = blocks human PERK kinase; CHO PERK-DD fusion, SEAP luminescence translation reporter; inhibition, % at 5.6 µM; 0.17% of 220,000 active; AID 1416;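 active = inhibition above the mean inhibition of all tested compounds plus 3 SD, set separately per screening campaign, cut at about 2.9% in these data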;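 note: PERK kinase domain activated by AP20187 dimerizer at 100 nM; 0% = DMSO with dimerizer and 100% = rapamycin at 8.4 µM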
FXIIa inh 1536 = blocks human coagulation factor XIIa protease activity | purified FXIIa, Boc-QGR-AMC fluorogenic substrate, 2 h | 0.3% of 220,000 active | inhibition, % at 5 µM; in the data active = inhibition above about 40%;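 note: 0% = enzyme with no compound and 100% = blank without enzyme; many of its hits are not listed in these tables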
Target sequence (P00748 20-372 limits assumed): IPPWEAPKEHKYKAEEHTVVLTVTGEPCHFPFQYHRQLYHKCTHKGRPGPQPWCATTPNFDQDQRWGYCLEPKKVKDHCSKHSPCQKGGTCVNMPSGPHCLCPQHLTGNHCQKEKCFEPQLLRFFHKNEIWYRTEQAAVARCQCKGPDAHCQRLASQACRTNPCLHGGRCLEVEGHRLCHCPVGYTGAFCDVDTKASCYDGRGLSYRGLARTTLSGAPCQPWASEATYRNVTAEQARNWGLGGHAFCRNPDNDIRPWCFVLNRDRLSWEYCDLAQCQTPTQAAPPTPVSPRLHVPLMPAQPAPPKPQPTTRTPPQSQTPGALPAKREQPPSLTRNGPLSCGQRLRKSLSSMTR
Target sequence (P00748 373-615 limits assumed): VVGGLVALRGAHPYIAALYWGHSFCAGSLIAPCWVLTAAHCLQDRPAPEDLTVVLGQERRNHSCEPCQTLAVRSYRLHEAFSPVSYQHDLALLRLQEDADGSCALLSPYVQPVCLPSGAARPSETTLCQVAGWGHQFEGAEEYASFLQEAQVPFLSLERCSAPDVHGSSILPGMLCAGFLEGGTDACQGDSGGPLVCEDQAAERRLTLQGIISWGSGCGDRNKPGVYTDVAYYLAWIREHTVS
FXIa inh = inhibitors of human coagulation factor XIa | P03951 | purified FXIa, Boc-Glu-Ala-Arg-AMC fluorogenic substrate | inhibition, % at 5 µM | 0.14% of 220,000 active | AID 798;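 active = inhibition of at least 40%; inactive = inhibition below 40%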;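 note: fluorescence of freed AMC excited at 355 nm; 0% = enzyme without compound and 100% = no enzyme blank; many of its hits are not listed in these tables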
Wee1 degr inh = human Wee1 degradation inhibition, primary screen; AID 1321; 1.2% of 220,000 active; HeLa Luc-Wee1K328M stability, luciferase luminescence; 100% = proteasome inhibitor MG132 effect; P30291; reporter increase, % at 5 µM;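 active = activation above the mean of all tested compounds plus 3 SD, set per screening run, cut at about 8.8% in these data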;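 note: cells exposed to compound for 20 h before luminescence read; 0% = DMSO alone and 100% = MG132 at 30 µM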
thrombin 1536 = inhibitors of human thrombin; alpha-thrombin, Boc-VPR-AMC fluorogenic substrate cleavage; 0.26% of 220,000 active; inhibition, % at 5 µM; P00734;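 active = inhibition at or above 40%; inactive = inhibition below 40%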;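 note: 0% = enzyme with no compound and 100% = wells without enzyme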
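Test system: human alpha-thrombin; medium: pH 7.5 Tris-saline with Tween 20; times: reaction at room temperature; signal: AMC fluorescence at 355 nm excitation and 460 nm emission; also added: Boc-VPR-AMC substrate, 15 µM final; dosing: one concentration per compound, 5 µM, with 0.2% DMSO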
KLK5 inh = kallikrein 5 (human) inhibition | Q9Y337 | recombinant hK5, fluorogenic AMC substrate cleavage | inhibition, % at 5 µM | 0.59% of 210,000 active | AID 873;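 active = inhibition of 40% or more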;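 note: 0% = enzyme controls without compound and 100% = no-enzyme blanks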
Target sequence (Q9Y337 67-293 limits assumed): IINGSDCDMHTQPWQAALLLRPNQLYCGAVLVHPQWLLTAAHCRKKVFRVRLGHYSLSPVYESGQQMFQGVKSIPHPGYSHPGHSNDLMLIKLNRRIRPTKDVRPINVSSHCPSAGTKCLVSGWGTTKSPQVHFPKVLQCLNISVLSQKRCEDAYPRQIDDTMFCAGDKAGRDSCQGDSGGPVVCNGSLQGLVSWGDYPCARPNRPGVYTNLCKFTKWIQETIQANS
Furin inh = blocks human furin protease activity. P09958. purified furin, fluorogenic substrate cleavage. inhibition, % at 30 µM. 0.061% of 220,000 active; in the data active = inhibition above about 25%; note: inactives centre near -15
p97 inhibitor = inhibitors of human p97 ATPase; recombinant p97 ATPase, Kinase-Glo ATP luminescence, 3 h; inhibition, % at 8 µM; 0.42% of 220,000 active; P55072; in the data active = inhibition above about 15%;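 note: 0% = DMSO vehicle and 100% = wells lacking enzyme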
Cl transport mod = modulates chloride dependent transport by human KCC2; Q9H2X9; KCC2 cells, thallium flux FluoZin-2 fluorescence; B-score of Tl+ flux slope (higher = more flux/activation; lower = inhibition) at 10 µM; 2.2% of 190,000 active; AID 1456;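 active = thallium flux slope and its plate-corrected score both differing from the plate sample mean at a set confidence after two filtering rounds, in either direction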;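 note: slope of fluorescence scaled to starting intensity during 10 to 20 s after thallium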
An asterisk follows results filed as active; . = no result given; [ ] = dose if it differs, or a comment.

Screens in order – Cl transport mod	FXIa inh	PERK inh	Wee1 degr inh	p97 inhibitor	FXIIa inh 1536	Furin inh	thrombin 1536	KLK5 inh
(1) O=C(CSc1ccc(-c2nc3ccccc3[nH]2)cn1)N1CCN(C(=O)c2ccco2)CC1
→ .	-3	0.1	-2	4	7	-26	-1	-3
(2) Cc1cccc(OCCOc2ccc(/C=N/NC(=O)Cc3nnc(N)s3)cc2)c1
→ 0.71	24	-0.3	-3	6	19	-12[20 µM]	-4	-25
(3) CC#CC(=O)N1CCC(CO)(CCc2ccccc2)CC1
→ 1.2	-1	0.5	-1	0	7	-22	-1	3
(4) CCOC(=O)N/N=C/c1cn(Cc2ccccc2Cl)c2ccccc12
→ 0.024	-4	-0.1	-2	-3	2	10	-6	-27
(5) Cc1cc(C(=O)O)oc(=O)c1
→ -0.35	-8	-0.1	4	-4	4	-15	-6	-9
(6) N#Cc1c(Nc2ccccc2)sc(C(=O)C2CC2)c1N
→ 0.21	0	0.8	-1	5	12	-12	-8	-2
(7) Clc1cccc(-c2cc3nc4c(c(N5CCOCC5)n3n2)CCCC4)c1
→ -0.17	2	-0.7	3	0	9	-10	-4	15
(8) CCn1c(=O)cc(SCC(=O)N2CCN(c3ccccc3F)CC2)c2ccccc21
→ -2.9	19	-0.1	-2	2	17	-20[20 µM]	-19	0
(9) FCCCOc1ccc(-c2ccnc(-c3ccccc3)n2)cc1
→ -1.2	4	-0.2	-2	-1	16	-30	-1	5
(10) COc1ccc(C(O)Cn2c(=N)n(CCCN(C)C)c3ccccc32)cc1 (stereo not drawn)
→ 0.24	2	-0.7	8	-8	18	1	1	-21

Remaining list, next part
Screens in order – Cl transport mod	FXIa inh	PERK inh	Wee1 degr inh	p97 inhibitor	FXIIa inh 1536	Furin inh	thrombin 1536	KLK5 inh
(11) O=C(/C=C/c1cccs1)Nc1nncs1
→ -0.045	10	0.7	-2	0	4	3	4	3
(12) COc1ccnc(CSC(N)=Nc2ccccc2C(F)(F)F)c1
→ .	9	1.5	2	2	17	-17	0	-11
(13) CCCc1nnc(NC(=O)CCC(=O)O)s1
→ 1.4	2	1.1	3	2	11	-28	-3	6
(14) CCC(=O)N1CCc2cc(Br)cc(S(=O)(=O)NCc3ccco3)c21
→ 0.71	-9	0.7	-4	4	1	-14	-3	-5
(15) Nc1nnc(-c2ccncc2)s1
→ .	-5	0.6	-1	-3	11	-8	2	-4
(16) O=c1[nH]nc(SCCS(=O)(=O)c2ccc(F)cc2)n1-c1ccccc1C(F)(F)F
→ -0.3	3	-1.6	3	-4	7	-19	0	2
(17) CCN(CC)S(=O)(=O)c1ccc(C(=O)Nc2ccc(OCC(=O)N3CCOCC3)cc2)cc1
→ .	4	1.4	-3	-2	9	-14	6	-12
(18) CC(=O)c1cccc(NC(=O)CN2C(=O)C3C4C=CC(C4)C3C2=O)c1 (stereo not drawn)
→ .	-2	-0.4	-1	-3	3	-3	-6	-2
(19) Cc1cc(NC(=O)CSc2nnnn2-c2ccc(C)c(C)c2)no1
→ -0.52	0	0.6	-3	2	9	-18	-9	0
(20) CC1CCN(CCCOc2ccc(Br)cc2Cl)CC1
→ .	-1	-0.7	1	1	9	-20	-1	2

(cont.)
Screens in order – Cl transport mod	FXIa inh	PERK inh	Wee1 degr inh	p97 inhibitor	FXIIa inh 1536	Furin inh	thrombin 1536	KLK5 inh
(21) COc1cc(/C=C/CO)cc(OC)c1O[C@@H]1O[C@H](CO)[C@@H](O)[C@H](O)[C@H]1O
→ 1.1	-7	0.2	-3	4	4	-13	-5	-15
(22) CNC(=S)N(Cc1cccs1)Cc1cc2ccc(OC)cc2[nH]c1=O
→ 0.14	8	0.7	0	4	12	-9	-2	-21
(23) Cc1nc(S(=O)(=O)Cc2ccc(Cl)cc2)nc2c1CCC2
→ 0.51	8	0.1	0	3	-4	-22	0	-18
(24) CN1CCN(C(=O)/C=C/c2ccc([N+](=O)[O-])o2)CC1
→ 0.16	0	0.3	0	2	6	0	2	1
(25) CC(C)C(CO)N1CCN(Cc2ccccc2)CCC1=O (stereo not drawn)
→ -0.5	-1	.	.	.	7	-24	-3	-2
(26) Cc1ccc(C2=NN(CCC(=O)NCc3ccc4c(c3)OCO4)C(=O)CC2)cc1
→ 0.065	4	0.7	2	2	10	-9	-1	-21
(27) CC(C)CC(C(=O)NC(C)(C)C)N(Cc1cccs1)C(=O)c1snc(C(N)=O)c1N (stereo not drawn)
→ -0.89	-4	0.4	6	-3	13	-25	-17	2
(28) Cc1ccc(N2CCN(C(=O)c3ccccc3Br)CC2)c(C)c1
→ 0.38	-6	-0.2	0	-13	11	-14[20 µM]	2	-17
(29) CN(Cc1ccno1)Cc1cn(Cc2ccccc2)nc1-c1ccc2c(c1)OCO2
→ -0.63	-1	1.0	1	5	4	-25	-12	-3
(30) Cc1nn(-c2ccc(F)cc2)c2sc(C(=O)OC3CCOC3=O)cc12 (stereo not drawn)
→ 0.36	-10	0.1	-4	-7	-8	-11	-3	-20

One compound at a time (already shown).
Listed for CN(Cc1ccno1)Cc1cn(Cc2ccccc2)nc1-c1ccc2c(c1)OCO2 : Cl transport mod = -0.63; FXIa inh = -1; PERK inh = 1.0; Wee1 degr inh = 1; p97 inhibitor = 5; FXIIa inh 1536 = 4; Furin inh = -25; thrombin 1536 = -12; KLK5 inh = -3
Listed for Cc1ccc(C2=NN(CCC(=O)NCc3ccc4c(c3)OCO4)C(=O)CC2)cc1 : Cl transport mod = 0.065; FXIa inh = 4; PERK inh = 0.7; Wee1 degr inh = 2; p97 inhibitor = 2; FXIIa inh 1536 = 10; Furin inh = -9; thrombin 1536 = -1; KLK5 inh = -21

(continued)
Screens in order – Cl transport mod	FXIa inh	PERK inh	Wee1 degr inh	p97 inhibitor	FXIIa inh 1536	Furin inh	thrombin 1536	KLK5 inh
(31) Cc1c(CCO)sc[n+]1CC(=O)OC12CC3CC(CC(C3)C1)C2
→ 1.2	23	0.1	-2	0	27	-18	2	-5
(32) C/C(Cl)=C\Cn1c(NCCc2ccccc2)nc2c1c(=O)n(C)c(=O)n2C
→ -1.6	-10	-0.6	-2	3	-5	-13	-7	-1
(33) CCn1c(=S)sc2c(=O)[nH]c(C)nc21
→ 2.6	-12	0.9	3	2	-10	-4[20 µM]	-4	-5
(34) Fc1ccccc1OCCCCn1cncn1
→ .	22	0.1	0	1	23	-29[20 µM]	9	17
(35) Cc1cc(N2CCCC2)nc2c(C)cccc12
→ 1.6	-5	-0.1	1	1	2	-12	-2	-18
(36) O=C(CN(Cc1cccs1)C(=O)CNS(=O)(=O)c1ccc(F)cc1)NCC1CCCO1 (stereo not drawn)
→ 0.64	12	-0.1	0	-4	19	-11	17	24
(37) CC12CC(c3ccccc3O1)N(C(=O)c1ccco1)C(=S)N2c1ccc(F)cc1 (stereo not drawn)
→ -0.8	-3	-0.6	1	3	-3	-3[20 µM]	0	5
(38) CCCC[N+](C)(C)CCC(=O)NC(C)(C)CS(=O)(=O)[O-]
→ -1.4	-4	1.0	0	-5	14	-8[20 µM]	0	-5
(39) O=C(Nc1ccc(S(=O)(=O)Nc2nccs2)cc1)c1cccc(N2C(=O)c3ccccc3C2=O)c1
→ -1.1	-5	0.8	-2	3	-1	-7	-6	-4
(40) CC(=O)c1ccc(C(=O)N2CCCC(CCC(=O)N(C)CCc3ccccn3)C2)s1 (stereo not drawn)
→ .	-4	1.2	0	9	0	-6	-7	5

Additional entries follow.
Screens in order – Cl transport mod	FXIa inh	PERK inh	Wee1 degr inh	p97 inhibitor	FXIIa inh 1536	Furin inh	thrombin 1536	KLK5 inh
(41) Cc1cc(/C([O-])=C(/C(=S)Nc2ccccc2)[n+]2ccccc2)c(C)n1-c1ccccc1
→ 1.2	0	0.5	4	6	-9	-10[20 µM]	-3	-3
(42) COc1ccc(N2CCc3c(C)nc(SC)nc32)cc1
→ -1.6	-1	0.7	-1	0	13	-11	2	-16
(43) COc1ccc(/C=C/c2nnc(NC(=O)CSc3ccc(Cl)cc3)s2)cc1
→ -0.5	13	1.7	2	6	13	-20	2	0
(44) CCOC(=O)c1ccc(NC(=S)N2CCC(C(N)=O)(N3CCCCC3)CC2)cc1
→ .	1	0.4	2	5	4	-15	-4	4
(45) Clc1ccccc1-c1nc2ccccc2c2nc3ccccc3n12
→ 0.77	3	0.1	-1	0	-1	-18	-5	-7
(46) O=C(CSc1nnc(-c2ccc(O)cc2)n1Cc1ccco1)N1CCc2ccccc2C1
→ -3.7*	3	0.1	1	1	15	-18	8	16
(47) Cc1cccc(C(=O)N2CCN(c3ncnc4c3cnn4-c3ccccc3)CC2)c1
→ -0.052	1	-0.4	0	1	12	-23[20 µM]	0	-5
(48) CCS(=O)(=O)N1CCC(C(=O)NCc2ccc(F)cc2Cl)CC1
→ -0.18	3	0.6	-1	2	16	-35	3	-19
(49) CC(=O)Nc1ccc2nc(-c3cccs3)[nH]c2c1
→ .	-1	0.3	16*	1	-8	-264	-1	-76
(50) CC(CC(=O)Nc1ccc(S(=O)(=O)N2CCOCC2)cc1)c1ccccc1 (stereo not drawn)
→ -1.2	1	-1.1	0	-3	13	-21	3	2

Going on with the list:
Screens in order – Cl transport mod	FXIa inh	PERK inh	Wee1 degr inh	p97 inhibitor	FXIIa inh 1536	Furin inh	thrombin 1536	KLK5 inh
(51) O=C(c1nsnc1-c1ccccc1O)N1CCCCC1
→ -0.23	-3	0.7	-1	4	5	-18[20 µM]	-4	2
(52) CCCCOC(=O)Nc1nc2ccc(OC)cc2s1
→ 1.2	-6	0.3	-1	2	-5	-19[20 µM]	-9	-1
(53) COc1ccc(-c2csc(NC(=S)NC(=O)c3ccccc3)n2)cc1Br
→ 1.3	1	1.9	-2	4	17	-19	2	3
(54) CC1=C(C(=O)Nc2ccccn2)C(c2ccccc2)n2ncnc2N1 (stereo not drawn)
→ -1.4	0	0.9	-1	-3	6	-3	-1	-8
(55) COc1cc(OC)cc(C(=O)N[C@H](C(=O)Nc2ccc(NC(C)=O)cc2)C(C)C)c1
→ -0.32	-2	1.8	0	0	-9	-18	-2	-22
(56) CCCCNC(=O)C1CCN(Cc2ccccn2)CC1
→ 0.11	-7	-0.1	0	0	1	-3[20 µM]	-1	-19
(57) CC(=O)C1C(c2ccc(Br)cc2)c2c(noc2C)CC1(C)O (stereo not drawn)
→ -0.92	-4	-0.7	0	-7	1	-5	-9	-4
(58) N#C/C(=C\c1cc(Cl)cc(Cl)c1O)C(=O)NC1CCCCC1
→ -0.35	5	0.8	1	4	18	-15[20 µM]	2	-10
(59) CCOC(=O)N1CCN(C(=O)c2cc(OC)cc(OC)c2)CC1
→ 0.38	-10	-0.7	-3	-6	0	-4[20 µM]	-5	11
(60) O=C(Cc1ccccc1)Nc1nc2ccccc2s1
→ -0.54	-1	0.2	2	2	7	-21[20 µM]	-3	-12
(61) O=C1C=CC(=O)C(C2=C3C(=O)N(CCc4ccccc4)CC(=O)N3CCC2)=C1
→ -0.4	-1	0.2	-2	8	3	-18	-3	-16
(62) Cc1ccc(NC(=O)c2ccc(F)cc2F)cc1NS(C)(=O)=O
→ 0.43	-2	0.3	9.2*	0	3	-13	-3	0
(63) CCN(CC)c1ccc(NS(=O)(=O)c2ccc(OC)cc2)cc1
→ -0.69	5	0.2	-4	1	7	-20	.	2
